# Compound activity (PubChem BioAssay)
# PHOSPHO1 inh: inhibitors of human PHOSPHO1 phosphatase; inhibition, % at 13.3 µM; recombinant PHOSPHO1, absorbance phosphatase assay; 1.1% of 290,000 active; Q8TCT1; in the data active = inhibition above about 60%
# Target sequence (Q8TCT1 whole entry, looked up): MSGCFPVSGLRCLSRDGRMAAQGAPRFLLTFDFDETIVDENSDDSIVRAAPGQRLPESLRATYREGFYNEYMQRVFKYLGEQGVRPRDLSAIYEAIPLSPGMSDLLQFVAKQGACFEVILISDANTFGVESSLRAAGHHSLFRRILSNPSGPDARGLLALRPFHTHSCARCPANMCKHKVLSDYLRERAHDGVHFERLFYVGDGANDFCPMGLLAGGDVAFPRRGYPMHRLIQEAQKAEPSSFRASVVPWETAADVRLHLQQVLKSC
# MEKK3 PB1 HTS: modulators (inhibitors or enhancers) of MEK5 binding to human MEKK3 PB1 domain; binding response (% of control), % at 10 µM; bead-based flow cytometry, Alexa488-MEK5 binding to MEKK3; actives lie on both sides; 0 = blocked by unlabeled MEK5, 100 = vehicle; 1.4% of 290,000 active; AID 1529; Q99759;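 active = binding response more than 3 SD above or below the average of its plate-row segment, actives on both sides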;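 also: Alexa488 bead fluorescence after subtracting the streptavidin-only scavenger bead signal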
# MEKK2wt PB1 HTS: raises or lowers MEK5 binding to wildtype human MEKK2 PB1 domain; binding response (% of control), % at 10 µM; 1.1% of 290,000 active; AID 1531; bead flow cytometry, Alexa488-MEK5 binding to MEKK2 WT; actives lie on both sides; in the data active = binding response below about 67% or above about 130%
# OXTR agonist: human OXTR agonism; 0.32% of 320,000 active; CHO-OTR cells, Fluo-8 calcium fluorescence; normalized: DMSO 0%, oxytocin 100%; activation, % at 3 µM; AID 2435; P30559;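 active = activation above the mean of all tested compounds plus 3 SD, cutoff set per screening run, cut at about 20% in these data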;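 also: peak over basal fluorescence ratio from a 100 s FLIPR kinetic read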
# Target sequence (P30559 whole entry, looked up): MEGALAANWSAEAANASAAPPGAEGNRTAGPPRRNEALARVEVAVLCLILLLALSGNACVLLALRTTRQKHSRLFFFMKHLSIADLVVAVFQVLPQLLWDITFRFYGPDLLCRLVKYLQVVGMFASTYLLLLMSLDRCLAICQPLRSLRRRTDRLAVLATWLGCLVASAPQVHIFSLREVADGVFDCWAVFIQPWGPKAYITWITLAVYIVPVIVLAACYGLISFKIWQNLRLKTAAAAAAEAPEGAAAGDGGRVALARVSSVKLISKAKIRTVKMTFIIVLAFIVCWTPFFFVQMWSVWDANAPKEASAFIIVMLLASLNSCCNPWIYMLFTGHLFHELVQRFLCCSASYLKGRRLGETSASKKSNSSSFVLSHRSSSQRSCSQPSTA
# NALP1 inh: inhibitors of NALP1 inflammasome in yeast | S. cerevisiae NALP1/ASC/caspase-1 growth, X-gal OD620, 72 h | inhibition, % at 10 µM | 0.61% of 280,000 active; in the data active = inhibition mostly above about 24%, no sharp cut-off; inactive = mostly below about 32%; also: some compounds called inactive have numbers as strong as hits
# M18AAP inhibitor: PfM18AAP enzyme inhibition | recombinant PfM18AAP, H-Glu-NHMec fluorogenic cleavage | inhibition, % at 7.35 µM | 1.2% of 290,000 active | AID 1822;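 active = inhibition above the campaign mean inhibition over all tested compounds plus 3 SD, cut at about 28% in these data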;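 also: 0% = plate median of test compound wells and 100% = 2 mM ZnCl2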
# DNA FID counter: counter-screen for HCV NS3 helicase inhibitors: DNA intercalator displacement; 0.17% of 290,000 active; inhibition, % at 7.9 µM; DNA fluorescent intercalator displacement, fluorescence; AID 1845; in the data active = inhibition above about 37%;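 also: 0% = vehicle and 100% = reference compound; higher means more ethidium bromide displaced from hairpin DNA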
# GPR7 antag: human neuropeptides B/W receptor 1 antagonism; P48145; AID 1861; 1.1% of 290,000 active; GPR7-expressing cells, fluorescence antagonist assay; inhibition, % at 4.4 µM; in the data active = inhibition above about 16%, passing the limit was not always enough;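 also: cells stimulated with the agonist NPW; 0% = agonist with vehicle and 100% = vehicle without agonist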
# Target sequence (P48145 whole entry, looked up): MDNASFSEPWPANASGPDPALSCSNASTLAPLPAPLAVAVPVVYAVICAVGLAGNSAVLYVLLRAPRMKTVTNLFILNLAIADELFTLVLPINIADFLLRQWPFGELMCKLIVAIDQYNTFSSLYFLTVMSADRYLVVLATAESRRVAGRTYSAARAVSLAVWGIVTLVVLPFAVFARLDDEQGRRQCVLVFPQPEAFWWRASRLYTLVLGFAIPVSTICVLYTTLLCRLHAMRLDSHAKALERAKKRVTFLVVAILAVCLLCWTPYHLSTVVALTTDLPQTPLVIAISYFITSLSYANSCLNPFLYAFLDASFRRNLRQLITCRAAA
# MEKK2 mut-MEK5: signal of MEK5 binding to mutant human MEKK2 PB1 domain; bead flow cytometry, Alexa488-MEK5 binding to MEKK2 mutant; percent response, % at 10 µM; 0.35% of 290,000 active; AID 1530; in the data active = percent response above about 24%, passing the limit was not always enough; also: inactives centre near 1; some results filed as inactive read as strong as hits; reference of the scale not given here
# Numbers without * were called inactive; · = not tested or not shown.
SMILES	PHOSPHO1 inh	MEKK3 PB1 HTS	MEKK2wt PB1 HTS	OXTR agonist	NALP1 inh	M18AAP inhibitor	DNA FID counter	GPR7 antag	MEKK2 mut-MEK5
COCCN(C(=O)c1csnn1)C(C(=O)NC1CCCC1)c1ccccc1F (configuration not stated)	-4	101	98	-0.1	0	2	-12	-9	0
O=C(Nc1nccs1)c1cccc(NC(=O)c2ccco2)c1	25	88	99	0.4	-1	5	-4	-10	9
O=C(C1=C(O)C(=O)N(CC2CCCO2)C1c1ccccc1F)c1ccco1 (configuration not stated)	45	101	98	0.3	1	5	-17	-11	0
O=C(Nc1ccc(S(=O)(=O)NCc2ccccc2)cc1)c1ccc(Br)o1	-4	107	102	5.9	0	4	-4	-15	11
CCc1cc(C(=O)N/N=C/c2ccc(OC)cc2)c2ccccc2n1	26	109	112	-0.6	9	-2	-22	10	4
CCC(C)NC(=O)C1c2ccccc2C(=O)N1Cc1ccccc1 (configuration not stated)	28	105	105	0.3	-5	0	-8	-8	5
O=C1c2cnc3nc(SCc4cccc(Cl)c4)nn3c2CC2c3ccccc3CCN12 (configuration not stated)	2	98	93	1.2	0	-3	1	-9	-2
COc1cccc(CNC(=O)CCNC(=O)N2CCn3c2nc2ccccc23)c1	-2	103	105	-1.2	-3	-2	-32	-4	6
Cc1cc(C)n(-c2ccc(NC(=O)C3CCCCN3C(=O)c3ccc(C)s3)cc2)n1 (configuration not stated)	40	95	98	1.4	16	-3	-61	-4	-6
COC(=O)CSc1nnc(-c2c[nH]c3ccccc23)o1	29	101	101	1.8	7	-4	-9	-10	5
O=C(NC(=S)Nc1ccccn1)c1ccc(-c2ccccc2)cc1	33	107	96	-1.0	11	3	-28	-13	4
CC(NC(=O)Cc1ccccc1)c1ccccc1 (configuration not stated)	-7	99	99	-0.9	5	-3	-3	1	7
Clc1ccccc1-c1nc(-c2ccccc2)n[nH]1	6	96	92	0.7	11	0	-1	-9	-2
COc1cccc(C(C(=O)NC(C)(C)C)N(CCC(C)C)C(=O)CCC(=O)Nc2cc(C)on2)c1OC (configuration not stated)	15	99	96	-2.4	18	-2	-26	-11	-2
O=C(NCCc1ccccc1)C1CCN(S(=O)(=O)c2ccc(-n3cnnn3)cc2)CC1	-3	99	103	-0.7	20	-13	-10	0	2
COc1ccc(-n2ccnc(SCC(=O)NC3CCCC3)c2=O)cc1	17	97	100	0.3	21	7	-24	-1	-2
COc1ccc(C(=O)Cn2ccsc2=NC(C)=O)cc1	8	96	93	0.6	-12	-5	0	2	-9
CC(C)CN(C(=O)COC(=O)c1ccc(-c2ccccc2)cc1)C1CCS(=O)(=O)C1 (configuration not stated)	8	94	90	4.4	-1	3	-6	-4	-7
O=c1[nH]c2c(s1)C=Nc1ccccc1N2	46	103	103	8.8	-5	-8	-3	2	0
NC(=O)c1ccsc1NC(=O)CN1C(=O)C2CC=CCC2C1=O (configuration not stated)	-4	102	99	1.3	12	12	1	-2	1
COc1ccc(NS(=O)(=O)c2ccc(N3CC(O)=C(c4ccccc4)C3=N)cc2)cc1	32	103	104	0.6	·	1	-11	-4	13
COc1cc(/C=C2\C(=O)N(c3ccc(NC(C)=O)cc3)N=C2c2ccccc2)ccc1O	-1	100	91	-0.2	7	3	-4	-5	-4
CCNc1ccc(S(=O)(=O)NCCN(C)C)cc1[N+](=O)[O-]	-2	97	98	0.5	-2	7	5	-13	-3
COc1ccc(C2NC(=O)C(C)S2)cc1 (configuration not stated)	6	107	111	-0.2	16	0	0	-5	7
O=S(NCc1ccccc1)C12CC3CC(CC(C3)C1)C2 (configuration not stated)	1	101	102	0.0	12	-2	-30	2	0
Cc1ccsc1/C=N/NC(=O)c1sccc1C	-4	99	97	1.1	5	-5	-4	-3	13
CN(C)C(=O)COC(=O)c1ccccc1NC(=O)c1ccco1	-6	101	99	0.3	1	1	-7	-9	-1
COC(=O)c1cc(NC(=O)c2ccc(F)cc2)cc(C(=O)OC)c1	19	89	·	-2.6	-2	-9	-1	5	103*
Cc1cc(/C=N/n2cnnc2)c(C)n1-c1ccccc1	-57	90	88	-0.6	11	4	-6	-2	-20
CCOc1nc2ccccc2cc1/C=C/C(=O)O	42	99	98	0.1	-2	-2	-20	-4	4
O=C(CN1C(=O)c2ccccc2C1=O)NCC(=O)OCC(=O)c1ccc(Cl)cc1	13	96	93	-1.1	25	-3	0	13	-2
CCOC(=O)N1CCN(C(=O)CCc2ccc(S(=O)(=O)NCCc3ccccc3)cc2)CC1	-42	100	100	2.6	9	4	-32	-4	4
COc1ccccc1N1C(=NC(=O)C(C)Oc2ccccc2)SC2CS(=O)(=O)CC21 (configuration not stated)	8	102	98	1.7	0	3	-28	-10	1
Cc1cccc(N2CCN(C3CCCCC3NS(=O)(=O)c3ccccc3)CC2C)c1 (configuration not stated)	17	95	95	-1.4	13	-6	20	-13	-2
O=C(Cc1cccc2ccccc12)NNC(=O)c1cccs1	-1	100	97	0.8	14	-2	-4	11	-1
Nc1nc(-c2ccc(Cl)cc2)cn1N	14	103	113	-0.3	18	2	0	-7	9
CCCc1c(C(=O)Nc2ccc(C(F)(F)F)cc2)cnn1-c1ccccc1	27	100	94	-2.7	10	-3	-10	-9	2
CCNC(=O)C/C(C)=N/NC(=O)C(=O)Nc1ccc(CC)cc1	-1	99	89	-0.4	-7	12	-10	-19	-11
NC(Cc1c[nH]c2ccccc12)C(=O)Nc1ccccc1 (configuration not stated)	·	104	108	4.6	·	·	·	·	2
Clc1ccccc1CN1CCC(Cc2ccccc2)CC1	-23	102	111	-2.4	32	-2	14	-7	18
CCS(=O)(=O)C1=NSC2=NC(=O)/C(=C\c3ccc(OC(=O)c4ccco4)c(OC)c3)C(=N)N21	10	100	98	-0.9	-1	3	-43	-5	3
O=C(O/N=C1\CCCc2ccccc21)C1CC1	-29	109	107	-2.8	-22	-2	-6	0	-40
Cc1cc(=O)oc(C)c1C(=O)N1CCN(C(c2ccccc2)c2ccccc2)CC1	18	100	102	-1.8	15	-15	-33	10	4
Cc1nn(C)c(C)c1NC(=O)c1ccc(Cl)cc1	25	96	102	-0.2	22	10	0	1	4
CC1CN(c2nc(-c3ccccc3)nc3ccccc23)CC(C)O1 (configuration not stated)	19	105	102	-1.5	2	-2	0	-12	6
O=C(NCc1cccnc1)c1ccc(Cl)c(S(=O)(=O)N2CCOCC2)c1	-21	102	104	·	4	0	-16	-13	3
CC1(C)C2CCC1(C)C(OC(=O)CNc1ccccc1)C2 (configuration not stated)	33	103	100	-1.7	9	-4	3	-4	-8
Cc1ccccc1NC(=O)COC(=O)c1c[nH]c(=O)[nH]c1=O	48	106	103	0.7	4	5	4	-9	0
C=CCn1c(SCC(N)=O)nc(C)cc1=O	-18	101	99	0.5	12	5	3	-4	22
Fc1ccc(-c2csc(NC(=S)Nc3ccccc3)n2)cc1	38	107	106	1.2	-2	3	-5	-25	6

# A draw from above in order of heavy-atom count, falling.
SMILES	PHOSPHO1 inh	MEKK3 PB1 HTS	MEKK2wt PB1 HTS	OXTR agonist	NALP1 inh	M18AAP inhibitor	DNA FID counter	GPR7 antag	MEKK2 mut-MEK5
COc1cccc(C(C(=O)NC(C)(C)C)N(CCC(C)C)C(=O)CCC(=O)Nc2cc(C)on2)c1OC (configuration not stated)	15	99	96	-2.4	18	-2	-26	-11	-2
O=C(NCCc1ccccc1)C1CCN(S(=O)(=O)c2ccc(-n3cnnn3)cc2)CC1	-3	99	103	-0.7	20	-13	-10	0	2
COc1ccc(-n2ccnc(SCC(=O)NC3CCCC3)c2=O)cc1	17	97	100	0.3	21	7	-24	-1	-2
CCNC(=O)C/C(C)=N/NC(=O)C(=O)Nc1ccc(CC)cc1	-1	99	89	-0.4	-7	12	-10	-19	-11
COc1ccc(C(=O)Cn2ccsc2=NC(C)=O)cc1	8	96	93	0.6	-12	-5	0	2	-9

# Next section:
SMILES	PHOSPHO1 inh	MEKK3 PB1 HTS	MEKK2wt PB1 HTS	OXTR agonist	NALP1 inh	M18AAP inhibitor	DNA FID counter	GPR7 antag	MEKK2 mut-MEK5
CCOC(=O)C1CCCN(C(=O)c2cc(Cl)ccc2NC(=O)C2=C(C)OCCS2)C1 (configuration not stated)	-35	101	99	-1.2	23	1	-32	-18	1
COCC(C)NC(=O)c1oc2c(c1C)C1(CCC2)SCCS1 (configuration not stated)	-11	102	102	-1.8	24	1	-20	-2	1
COCCN(C(=O)Cc1cccs1)c1nnc(-c2cccnc2)s1	12	101	104	0.8	13	1	-9	4	0
COc1ccc(N2CCN(S(=O)(=O)c3ccc(Cl)c(C(F)(F)F)c3)CC2)cc1	-3	100	99	0.0	24	1	0	4	-3
COc1ccc(CCNCc2ccc(OCC(=O)N3CCCCC3)c(OC)c2)cc1OC	42	96	97	0.7	34*	3	5	-1	-3
CC1(c2ccccc2)CC(C)(C)N(C(=O)c2cc([N+](=O)[O-])cc([N+](=O)[O-])c2)c2ccccc21 (configuration not stated)	-11	106	107	-1.6	26	-1	3	-20	-1
CCn1c(SCC(=O)Nc2ccc(OC)cc2)nc2nc3c(cc2c1=O)CCCC3	33	102	102	-1.8	2	3	-32	-8	2
COc1ccc(-c2ccc(S(=O)(=O)N3CCOCC3)cc2)cc1	14	98	100	0.8	3	6	-5	-2	6
COc1ccc(-c2[nH]ncc2CN(C)Cc2nonc2C)c(OC)c1	27	101	97	0.7	-7	-8	-6	-7	-2
c1ccc(CNc2ncnc3c2cnn3-c2ccccc2)cc1	2	104	99	-1.2	6	-5	-3	2	2
O=C(Nc1ccccc1)N1CCCc2ccccc21	-13	97	106	-0.1	19	-16	-1	-8	3
COc1ccc(OC)c(C2C(C#N)=C(N)Oc3c2c(C)nn3-c2ccc(C)cc2)c1 (configuration not stated)	23	101	100	-1.6	-23	8	-8	-2	3
O=c1c2c(-c3ccc([N+](=O)[O-])cc3)ccnc2[nH]n1-c1ccccc1	11	99	105	-0.2	0	18	-1	-7	8
CCOC(=O)c1cc2n(n1)C(C(F)(F)C(F)(F)F)CC(C)N2 (configuration not stated)	18	109	104	-1.3	-21	3	-9	-10	10
COc1ccc(CNC(=O)CN2CCN(c3ccccc3)CC2)cc1	-6	86	98	-0.3	11	-8	-27	-1	-12
COc1cccc(C(=O)Nc2ccc3[nH]c(=O)[nH]c3c2)c1OC	15	104	100	3.6	13	0	-6	3	4
CN(C)/C=C(/C(=O)c1ccccc1Cl)S(=O)(=O)c1ccccc1	·	101	103	-0.4	·	0	-1	-6	-3
CN(C(=O)CSc1nnnn1-c1ccc(O)cc1)C1CCS(=O)(=O)C1 (configuration not stated)	48	101	99	0.9	8	-3	1	5	-3
CCCCN1C[C@H](O)[C@@H](O)[C@H](O)[C@H]1CO	-14	87	98	0.5	29	-4	-2	-4	4
N#Cc1cc2cc3c(cc2nc1N1CCOCC1)OCO3	1	105	109	2.6	2	0	-4	-8	2
COc1ccc(OC)c(C2=NOC(C(=O)NCCN3CCOCC3)C2)c1 (configuration not stated)	3	102	99	0.5	·	2	-6	-11	4
CCC(=O)Nc1cccc(C2=NN(c3ccccc3)C(c3ccc(OC)cc3)C2)c1 (configuration not stated)	44	108	109	-0.4	14	-7	-17	-9	8
CCC(C)(C)C1CCC2(CC1)NC(=S)N(c1ccccc1)N2 (configuration not stated)	48	100	103	1.2	-1	1	-3	-7	6
CC(NC(=O)Cn1cccc1C(=O)c1ccccc1)c1ccc2c(c1)OCCO2 (configuration not stated)	-18	93	95	-1.8	6	-14	-19	-5	-3

# Individual results from the results shown:
# `CC1(c2ccccc2)CC(C)(C)N(C(=O)c2cc([N+](=O)[O-])cc([N+](=O)[O-])c2)c2ccccc21` (configuration not stated) in DNA FID counter → 3
# `CCC(C)(C)C1CCC2(CC1)NC(=S)N(c1ccccc1)N2` (configuration not stated) in MEKK2 mut-MEK5 → 6
